PREPL inh = PREPL enzyme inhibitors, primary screen, biochemical, fluorescence polarization; Prolyl endopeptidase-like (Homo sapiens), Q4J6C6; recombinant PREPL, fluorescence polarization activity-based probe; inhibition, % at 5.96 µM; 320,000 compounds, 0.68% hits; in the data active = inhibition above about 43%;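 note: 0% = enzyme with DMSO and 100% = wells lacking enzyme; many of its hits are not listed in these tables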
LYPLA2 counter = LYPLA2 inhibitors, primary screen, counter-screen for PME1 inhibitor project, biochemical, fluorescence polarization, FP-Rh probe ABPP | Acyl-protein thioesterase 2 (Homo sapiens), O95372 | recombinant LYPLA2 | inhibition, % at 5.9 µM | 320,000 compounds, 0.38% hits;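 active = inhibition above the screen-wide mean plus 3 SD, limit set per campaign, cut at about 26% in these data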;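 note: 0% = LYPLA2 with DMSO and 100% = wells lacking LYPLA2 enzyme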
Target sequence (O95372 whole entry, looked up): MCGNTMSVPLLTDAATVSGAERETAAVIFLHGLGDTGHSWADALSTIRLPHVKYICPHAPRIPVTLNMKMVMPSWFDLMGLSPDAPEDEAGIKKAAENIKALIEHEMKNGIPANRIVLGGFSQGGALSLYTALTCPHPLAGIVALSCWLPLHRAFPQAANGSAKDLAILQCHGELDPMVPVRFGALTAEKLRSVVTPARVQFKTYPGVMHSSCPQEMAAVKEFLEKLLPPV
CTSL1 counter = Fasciola hepatica cathepsin L1 inhibitors, primary screen, counter-screen for PFM18AAP inhibitor project, biochemical, QFRET, fluorogenic peptide substrate. recombinant F. hepatica cathepsin L1, Z-Leu-Arg-MCA fluorescence. inhibition, % at 5.96 µM. AID 1906, 2009. 300,000 compounds, 0.49% hits;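 active = inhibition above the mean of all tested compounds plus 3 SD, set per screening campaign, cut at about 17% in these data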;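 note: 0% = plate median of test compound wells and 100% = 1 µM Z-Phe-Ala-diazomethylketone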
PP1 counter = PP1-alpha phosphatase inhibitors, primary screen, counter-screen for PP5 inhibitor project, biochemical, fluorescence, OMFP substrate, single point. purified PP1alpha. inhibition, % at 6.7 µM. 320,000 compounds, 0.9% hits. AID 2235, 2010;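 active = inhibition above the mean inhibition of all tested compounds plus 3 SD, computed separately for each screening campaign, cut at about 15% in these data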
Target sequence (P62136 whole entry, looked up): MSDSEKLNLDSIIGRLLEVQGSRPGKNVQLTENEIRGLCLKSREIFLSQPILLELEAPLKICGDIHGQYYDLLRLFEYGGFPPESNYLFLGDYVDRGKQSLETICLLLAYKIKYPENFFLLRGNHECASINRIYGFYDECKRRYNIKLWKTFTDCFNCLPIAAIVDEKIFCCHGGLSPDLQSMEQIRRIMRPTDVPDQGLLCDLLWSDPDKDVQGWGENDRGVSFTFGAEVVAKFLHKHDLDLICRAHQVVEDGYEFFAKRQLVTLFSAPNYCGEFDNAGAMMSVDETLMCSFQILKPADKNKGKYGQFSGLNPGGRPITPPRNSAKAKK
core dimer inh = inhibitors of HCV core protein dimerization, primary screen, biochemical, TR-FRET, high-throughput; TR-FRET GST/Flag-core106 dimerization, 1536-well; inhibition, % at 5 µM; 300,000 compounds, 0.33% hits; AID 1899, 2009;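 active = inhibition above the mean of all tested compounds plus 3 SD, set per screening campaign, cut at about 45% in these data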
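Assay system: Tagged HCV core106 pair (GST and Flag) | Buffer or medium: KF-containing HEPES buffer, pH 7.45, DTT, CHAPS, BSA | Also added: Eu donor and XL665 acceptor anti-tag antibodies | Dosing: One concentration, 5 µM, in 0.5% DMSO | Timing: 4 h at 22.5 °C | Technique: TR-FRET 671 and 617 nm emission | Repeats: Singlicate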
Efflux pump mplx = inhibitors of Candida efflux pumps in yeast, primary screen, S. cerevisiae, Nile Red, multiplex; 330,000 compounds, 0.44% hits; inhibition, % at 10 µM; S. cerevisiae Candida pump triplex;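 active = plate passing quality check with inhibition over a set limit, or well fluorescence over plate mean plus 4 SD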;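 note: Nile Red retained in pooled yeast measured as flow cytometry median fluorescence; 0% = buffer negative control and 100% = Enniatin B positive control; higher means more Nile Red kept so more efflux inhibition; some compounds called inactive have numbers as strong as hits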
TPT1 inh = Candida albicans TPT1 enzyme inhibitors, primary screen, biochemical, fluorescence polarization | tRNA 2'-phosphotransferase TPT1 (Candida albicans SC5314) | recombinant caTPT1, FP RNA substrate dephosphorylation | inhibition, % at 5 µM | 300,000 compounds, 0.81% hits | AID 1962, 2009;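 active = inhibition above the mean of all tested compounds plus 3 SD, set per screening campaign, cut at about 24% in these data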;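 note: plate controls were DMSO alone for no effect and ferristatin control at 100 nM for full effect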
PP5 primary = PP5 phosphatase inhibitors, primary screen, biochemical, fluorescence | Serine/threonine-protein phosphatase 5 (Homo sapiens), P53041 | purified PP5c, OMFP substrate fluorescence | inhibition, % at 6.7 µM | 320,000 compounds, 0.18% hits;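 active = inhibition above the campaign's mean inhibition across all tested compounds plus 3 SD, cut at about 9.5% in these data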;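 note: 0% = DMSO only and 100% = 100 µM cantharidin control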
Target sequence (P53041 whole entry, looked up): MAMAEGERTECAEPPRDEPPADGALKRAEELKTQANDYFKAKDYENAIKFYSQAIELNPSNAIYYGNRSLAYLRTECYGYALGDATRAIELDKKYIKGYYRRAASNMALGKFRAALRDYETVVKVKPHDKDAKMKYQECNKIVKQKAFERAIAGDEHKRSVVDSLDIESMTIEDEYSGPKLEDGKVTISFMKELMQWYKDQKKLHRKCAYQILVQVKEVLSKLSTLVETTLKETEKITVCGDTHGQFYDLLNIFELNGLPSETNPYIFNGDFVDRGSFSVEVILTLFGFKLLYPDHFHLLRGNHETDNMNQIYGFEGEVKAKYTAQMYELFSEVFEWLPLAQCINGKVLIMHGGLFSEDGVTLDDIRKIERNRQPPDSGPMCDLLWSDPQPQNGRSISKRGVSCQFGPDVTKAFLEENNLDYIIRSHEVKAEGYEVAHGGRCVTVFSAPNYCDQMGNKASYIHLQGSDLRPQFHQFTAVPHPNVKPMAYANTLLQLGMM
GASC-1 inh = inhibitors of GASC-1 histone demethylase, primary screen, biochemical, fluorescence, DELFIA europium | Lysine-specific demethylase 4C (Homo sapiens), Q9H3R0 | GST-JMJD2C(1-420) H3K9me3 demethylation | inhibition, % at 2.35 µM | 330,000 compounds, 0.069% hits | AID 2099, 2009;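 active = more than half of a compound's replicate wells show inhibition beyond 50%, single wells judged on their own value; inconclusive = some, but no more than half, of replicates pass 50% inhibition; inactive = no replicate passes 50% inhibition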;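 note: signal counts dimethyl H3K9 product captured on neutravidin plate; 0% = median of DMSO wells and 100% = 0.3 times that DMSO median; strong numbers were not always called active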
An asterisk follows results filed as active; ? = inconclusive; nt = not tested or not shown; & = joins results of further samples.

Fields – PREPL inh, PP5 primary, Efflux pump mplx, LYPLA2 counter, GASC-1 inh, TPT1 inh, core dimer inh, PP1 counter, CTSL1 counter
CCC1Oc2ccc(C)cc2N(CC(=O)NCC2CCCO2)C1=O (stereo not given)
  26, -1.9, 0.0, 1, 16, -2, -3, -4, 1
S=C1NCN(Cc2ccccc2)CN1C1CCCCC1
  5, -1.0, 0.0, 2, 20, -2, 2, -2, -1
CCN1CCC(CNCc2cn(-c3ccc(OC)cc3)nc2-c2ccccc2Cl)C1 (stereo not given)
  26, 4.0, -0.1, -4, -11, -2, -7, -1, 0
Cc1cc(-c2nnc(SCC(=O)Nc3nc(-c4ccccc4)cs3)o2)no1
  7, 0.3, 0.2, 6, 1, 1, 14, 9, 1
Cc1cc(SCCC(=O)O)nc2c(C)cccc12
  4, -1.1, -0.2, 3, -18, -3, 2, -1, -1
CN1CCN(S(=O)(=O)c2cccc(C(=O)Oc3cccc(C#N)c3)c2)CC1
  1, -3.3, 0.0, -1, 2, 1, 2, -2, 4
Cc1ccccc1OCC(=O)Nc1ccc(Cc2ccncc2)cc1
  22, -1.3, 0.1, 12, 6, -1, 3, -4, -2
CCCCCc1c(C)nc(N2CCOCC2)[nH]c1=O
  4, -1.1, -0.1, 1, 3, -1, -1, -4, 6
CCOc1ccc(NS(=O)(=O)c2ccc(N)cc2)cc1
  -10, 2.2, 0.0, 1, -8, -1, 0, -2, 2
CC1(C)CC(=O)C=C(NCCN2CCN(C(=O)Nc3ccccc3)CC2)C1
  5, 0.5, 0.1, 4, -4, -1, 2, -4, -4
Cn1c(=O)c2[nH]c(N3CCN(c4ccccc4)CC3)nc2n(C)c1=O
  6, -1.7, -0.1, 7, ?, 1, -4, -5, 5
COc1ccc(OCCOc2ccc(S(=O)(=O)N3CCCC3)cc2[N+](=O)[O-])cc1
  15, -1.0, -0.3, 30*, nt, nt, nt, 0, nt
O=C(NC(Cc1ccccc1)C(=O)NCc1ccccn1)c1ccco1 (stereo not given)
  -9, -0.5, 0.0, -4, -3, -4, 1, 1, 0
COCCN1C(=O)C(=O)/C(=C(/O)c2ccc(S(=O)(=O)N3CCOCC3)cc2)C1c1cccc(O)c1 (stereo not given)
  -1, 0.5, -0.1, 4, 2, -2, 2, -6, 6
CCCCNc1nc(=S)n(-c2ccccc2)c(C)c1C(C)=O
  11, 3.4, -0.1, 6, -8, -1, -8, -2, 2
O=S1(=O)N=C(N2CCCc3ccccc32)c2ccccc21
  2, 0.1, 0.1, -2, -17, 3, -3, -3, -9
COc1ccc(C2=NO[C@@H]3C(=O)N(c4ccc(C)cc4C)C(=O)[C@H]23)cc1OC
  -4, 1.2, -0.1, 0, 157, -3, -1, -3, -1
O/N=C(/c1ccc(Cl)cc1)C1CC1c1ccccc1 (stereo not given)
  -16, 2.7, 0.2, 4, -16, 1, 6, -1, 0
COCCCNc1nc(N)c([N+](=O)[O-])c(N2CCCCCC2)n1
  13, -0.1, -0.3, 8, 2, -3, -6, -1, 1
Cc1ccc(S(=O)(=O)NCCC(=O)NCCN2CCCCCC2)cc1
  43, 0.7, -0.2, 4, nt, -1, 2, -2, -3
CCCS(=O)(=O)n1nc(-c2ccc(Br)cc2)cc1N
  5, 1.1, -0.1, 6, 5, -1, 22, -3, 3
CCCCc1ccc(NC(=O)CSc2nnc(CNC(=O)c3ccco3)o2)cc1
  -7, -1.0, -0.1, 2, 3, -3, -4, -3, -1
O=C(Nc1ccccc1C(F)(F)F)c1cc(-c2cccc(O)c2)on1
  10, -0.8, -0.1, -5, -4, -11, 1, -7, 9
Cc1cccc(NC(=O)CSc2nc3c([nH]c4ccccc43)c(=O)n2C)c1
  11, -5.1, 0.4, -4, 10, 4, 11, 4, -1
COc1ccc(N2C(=O)CC(N3CCC(O)(c4cccc(C(F)(F)F)c4)CC3)C2=O)cc1 (stereo not given)
  6, 0.1, 0.1, 20, -3, 0, 3, -2, 6
CC1(C)Cc2c(sc(NC(=O)COc3ccc(Cl)cc3)c2C#N)C(C)(C)N1
  18, 1.1, 1.6*, -4, 3, 0, 1, 3, 2
COc1cc(Cl)cc(NC(=O)CCN2CCN(C)CC2)c1
  4, 1.5, 0.1, 1, 12, 0, -9, -2, -2
CCN(CC)CC(C)(C)COC(=O)c1oc2ccccc2c1C
  2, -1.7, 0.0, -9, 7, -6, -1, -5, -14
Cc1cc(OCC(=O)c2ccc(Br)cc2)ccc1N1C(=O)CCC1=O
  8, 13*, 0.3, -6, -5, 1, 2, -2, -4
CCOC(=O)CNC(=O)C1Cc2ccccc2CN1S(=O)(=O)c1cccs1 (stereo not given)
  -7, -0.9, 0.0, 1, -25, -7, 1, -2, -3
CCOCCOC(=O)C(C)Sc1n[nH]c(=O)[nH]c1=O (stereo not given)
  2, 2.4, -0.2, 6, 1, 2, -6, -1, -4
CC(NC(=O)COc1ccccc1Cl)c1ccccc1 (stereo not given)
  -2, -2.2, -0.1, 5, 10, 0, 2, 0, -1
O=C(CCS(=O)(=O)c1ccc(Cl)cc1)OCC(=O)N1CCCCC1
  18, -1.5, 0.3, -5, 13, 1, 0, -3, -47
O=C(O)Cc1ccc2sc(-c3ccccc3)nc2c1
  7, 2.5, 0.2, -6, 2, 1, -9, 1, -2
Cc1cc(C)c(NC(=O)CN2CCCCCC2)c(C)c1
  -9, 3.5, 0.1, 4, -18, 1, 1, -3, -7
COc1ccc(/C=C/CN2CCN(Cc3cccc(OC)c3)C(CCO)C2)cc1 (stereo not given)
  14, -0.7, -0.1, 8, -8, -2, -4, 1, -1
COc1ccc(C2CC(C(F)(F)F)n3nc(C(=O)NCc4cn(C)nc4C)c(Cl)c3N2)cc1 (stereo not given)
  38, 0.9, 0.2, -3, -11&8, -4, 0, 4, -16
CCC[n+]1c(C)sc2c3c(ccc21)CCCC3
  0, -0.6, 0.0, -8, nt, 6, 2, -4, -6
COc1ccc(-c2cc3c(=O)n(CC(=O)NCCCN4CCC(N5CCCCC5)CC4)nc(C)n3n2)cc1
  2, 0.9, 0.2, -9, -5, -3, 2, -4, 5
Cc1cc2c(=O)n(Cc3ccco3)c(SCC(=O)NCc3ccco3)nc2s1
  -3, -0.4, 0.0, -2, 6, 2, 19, 0, 2
Cc1ccc(C(=O)Nc2ccccc2C(=O)O)cc1S(=O)(=O)NC1CCCCC1
  -4, 5.1, -0.2, -4, 2, -7, -9, 8, 1
COc1ccc(SCC(=O)c2cc(C)c(OC(=S)N(C)C)c(C)c2)cc1
  4, 2.1, 0.1, -2, -5, -1, -3, 1, 6
COc1ccccc1NC(=O)COC(=O)C12CC3CC(CC(Cl)(C3)C1)C2
  -5, 2.7, -0.1, -1, 33, 0, 4, 3, 5
COc1ccc(S(=O)(=O)N2CCCC2CNC(=O)C(=O)NCc2ccccn2)cc1 (stereo not given)
  20, -1.6, 0.0, -3, -39, 0, 3, -2, 6
COc1ccc2c(CCNC(=O)/C=C/c3ccc(OC)c(OC)c3)c[nH]c2c1
  13, 0.3, 0.1, -3, 8, -2, 1, -2, -2
COc1ccc(C(=O)N2CCN=C2c2ccccc2)cc1OC
  7, -0.1, -0.1, 3, 8, -2, -4, -5, -3
CN(C)c1ccc(N2C(=O)CC(Sc3ccccc3C(=O)O)C2=O)cc1 (stereo not given)
  16, 0.5, 0.0, 1, -1, -2, 4, -3, 0
CCO[C@@H]1OC(C(=O)N2CCOCC2)=C[C@H](c2ccc(Br)cc2)[C@H]1CCCO
  7, 3.3, 0.0, -4, -3, -2, -3, 0, 7
CCc1ccccc1N1C(=O)CC(Sc2nccc(C)n2)C1=O (stereo not given)
  -1, 0.4, -0.1, 2, 24, -1, 2, -3, 0
Cc1cc(C)c(S(=O)(=O)N2CCCCC2)c(C)c1N(C)S(=O)(=O)c1ccc(Cl)cc1
  4, 2.8, 0.1, 4, 4, -4, 6, 1, 0
COc1cccc(N2C(=O)CC(NNc3nc4ccccc4s3)C2=O)c1 (stereo not given)
  6, 1.6, 0.0, 5, 1, -2, 1, -2, -1
CCCCCNC(=O)c1ccc2c(=O)n(CCOC)c(=O)[nH]c2c1
  0, 0.6, -0.3, 8, 7, -7, -4, -1, 2
CN1C(C(=O)NCc2cccc(Br)c2)CC2Cn3c(nc4cc5ccccc5cc43)C21 (stereo not given)
  -49, 2.0, nt, -3, -6, -6, -11, 0, 3
Cc1ccc2nc(NC(=S)NC(=O)c3ccc(OC(C)C)cc3)sc2c1
  0, 4.5, 0.4, 0, 10, 0, 4, 4, 1
Fc1cccc(F)c1/C=N/Nc1ccccn1
  -5, -0.1, 0.2, -6, -1, 4, -2, -5, 3
O=C(NNC(=O)C1CCN(S(=O)(=O)c2c(Cl)cccc2Cl)CC1)c1ccccc1O
  3, -0.3, -0.1, 1, 15, 0, 1, 0, -2
O=C(COc1ccccc1)NCCSCc1ccc(Cl)cc1
  -35, -0.1, 0.1, 4, -12, -2, 5, 2, 4
O=C(COC(=O)/C=C/c1ccccc1Cl)NC1CCCCCC1
  7, -0.1, 0.1, 0, -8, 4, 0, -3, -16
c1ccc(COc2ccc(OCCN3CCCC3)cc2)cc1
  -15, 2.5, 0.5, -3, 10, 2, -7, 5, -4
COc1ccnc(Oc2ccc(F)cc2)c1C(=O)N/C=N/OCc1ccc(F)cc1Cl
  -13, 2.7, 0.0, -14, 19, 1, 11, 1, 1

The results go on.
Fields – PREPL inh, PP5 primary, Efflux pump mplx, LYPLA2 counter, GASC-1 inh, TPT1 inh, core dimer inh, PP1 counter, CTSL1 counter
CCOc1ncccc1C(=O)Nc1cccc(Cl)c1Cl
  -3, -2.3, 0.1, -1, -5, 0, -10, -5, -10
Cc1ccc(NC(=O)c2ccc(COc3ccccc3[N+](=O)[O-])o2)nc1
  -12, 0.5, -0.1, 0, 8, nt, nt, -1, nt
COCCNC(=O)C1Nc2ccc(OC(F)(F)F)cc2C2C=CCC12 (stereo not given)
  2, 1.7, 0.0, 3, -20, -5, 6, -1, -4
Cc1ccc(Cl)c(Cn2cnc3c(cnn3C(C)(C)C)c2=O)c1F
  4, 2.0, -0.1, 12, 5, nt, nt, 5, nt
COc1ccc2c(c1O)C(=O)c1ccccc1C2=O
  6, 0.8, 0.0, 11, -3, -11, 0, -2, -2
COc1cc(C2N(c3ccc(Cl)c(Cl)c3)C(=O)C3CCCN32)cc(OC)c1OC (stereo not given)
  -8, 5.3, -0.1, 0, -29, -6, -2, -3, 1
CN1CCN(CCOCCOc2ccc(Br)cc2Cl)CC1
  -81, 4.5, 0.2, 5, 6, 2, 3, 2, -2
Cn1cnnc1SCC(=O)Nc1ccc(N2CCOCC2)cc1
  -2, -1.7, 0.1, 1, -2, 1, -1, -3, -1
CCOC(=O)c1c(/N=C/C2C(=O)CCCC2=O)sc(C)c1C
  0, -0.5, -0.4, 2, -5, -2, -3, -5, -3

Bioassay records deposited in PubChem BioAssay by several laboratories.

The list is partial. The share of hits here may be higher or lower than overall.
